Rab9 prom act: Rab9 promoter activation; AID 485297; Potency, µM (series often up to 9.22 µM), for the others: at the top dose activation, negative = inhibition, hits mostly activators; 2.8% of 320,000 active; Huh7 Rab9 promoter-luciferase reporter, luminescence, 24 h; note: potency is the fitted concentration of half-maximal effect; % of control where 0% means no effect; nearly all actives have a fitted effect of over 60% in size
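Cell-based reporter: Huh7 stable for Rab9 promoter-driven luciferase, plated in reduced-serum medium with 10% FBS at 1500 cells/well, compound-treated 24 h at 37 °C, luminescence read after 10 min reagent.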
ELG1 genotoxic: genotoxicity induction in ELG1-luciferase HEK293T cells; HEK293T ELG1-luciferase reporter, luminescence, 16 h; Potency, µM (highest dose often 46 µM), for the others: at the top dose activity change, positive = activation, actives largely listed as activators; 1.3% of 330,000 active; AID 504466; note: potency is the fitted concentration of half-maximal effect; % of control where 0% means no effect; nearly all actives have a fitted effect of over 60% in size
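Step 1: seed 2,000 HEK293T ELG1-luciferase cells per well. Step 2: add compound or DMSO, incubate 16 hr at 37 °C. Step 3: ONE-Glo, 30 min at room temperature, read luminescence.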
Gal4-VP16 FLuc: Gal4-VP16 reporter inhibition counter-screen; Drosophila S2 Gal4-VP16 UAS-luciferase, luminescence, 20 h; 3.5% of 310,000 active; Potency, µM (titrated, usually from 53.6 µM), for the others: at the top dose activity, negative = inhibition, usual class: inhibitors;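 note: Gal4-VP16 expression switched on by copper sulfate through the metallothionein promoter; potency is the fitted concentration of half-maximal effect; % is set by controls: 0 for no effect and ±100 for the full control effect; nearly all actives have a fitted effect of over 50% in size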
Tb PFK block: blocks T. brucei phosphofructokinase | O15648 | T. brucei PFK, ADP-Glo luminescence | Potency, µM (titrated, usually from 57.5 µM), for the others: at the top dose activity, negative = inhibition, hits mostly inhibitors | 0.17% of 330,000 active | AID 485367;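 note: potency is the fitted concentration of half-maximal effect; 0% = uninhibited 1x PFK enzyme wells and -100% = no-enzyme wells; nearly all actives have a fitted effect of over 60% in size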
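Luminescent ADP detection (ADP-Glo, two-step: ATP depletion then ADP-to-ATP conversion for luciferase) reported PFK activity after 45 min room-temperature reaction of 1.25 nM enzyme with 0.5 mM F6P and 0.1 mM ATP at pH 8.0.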
BRCA1 expr act: BRCA1 expression activation; MCF7-BRCA1-FFLuc reporter, luminescence, 48 h; response scale: scaled: vehicle 0%, 10 µM genistein 100%; Potency, µM (doses to about 46.1 µM), without a hit: at the top dose activation, most hits filed as activators; 1.1% of 380,000 active; note: potency is the fitted concentration of half-maximal effect; nearly all actives have a fitted effect of over 80% in size; some results filed as inactive show a strong effect at the top dose
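Luminescence from a BRCA1-driven firefly luciferase in MCF7 cells was read after 48 h compound exposure at 37 C. Data normalized against DMSO and a 10microM genistein activation control, then curve-fitted across the titration.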
NPC1 prom act: NPC1 promoter activation. Huh7 NPC1 promoter luciferase reporter, 24 h. Potency, µM (doses to about 9.22 µM), for inactives: at the highest dose activation, usual class: activators. 2.4% of 320,000 active;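 note: potency is the fitted concentration of half-maximal effect; % of control where 0% means no effect; nearly all actives have a fitted effect of over 60% in size; reporter is driven by a mutant NPC1 promoter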
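Readout is luciferase luminescence, reflecting NPC1 promoter activation in stably transfected Huh7 cells after 24 h compound exposure at 37 °C in reduced-serum medium with 10% FBS.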
FLuc modulator: inhibits or activates purified firefly luciferase, miR-21 counter-screen; P08659; purified FLuc, Km substrates, luminescence inhibition; Potency, µM (titrated, usually from 57.5 µM), inactives show at the top dose activity change, negative = inhibition, most hits filed as inhibitors; 6.9% of 360,000 active; AID 588342;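 note: potency is the fitted concentration of half-maximal effect; plate controls were vehicle for no effect and reference inhibitor for full effect; nearly all actives have a fitted effect of over 55% in size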
Target sequence (P08659 whole entry, looked up): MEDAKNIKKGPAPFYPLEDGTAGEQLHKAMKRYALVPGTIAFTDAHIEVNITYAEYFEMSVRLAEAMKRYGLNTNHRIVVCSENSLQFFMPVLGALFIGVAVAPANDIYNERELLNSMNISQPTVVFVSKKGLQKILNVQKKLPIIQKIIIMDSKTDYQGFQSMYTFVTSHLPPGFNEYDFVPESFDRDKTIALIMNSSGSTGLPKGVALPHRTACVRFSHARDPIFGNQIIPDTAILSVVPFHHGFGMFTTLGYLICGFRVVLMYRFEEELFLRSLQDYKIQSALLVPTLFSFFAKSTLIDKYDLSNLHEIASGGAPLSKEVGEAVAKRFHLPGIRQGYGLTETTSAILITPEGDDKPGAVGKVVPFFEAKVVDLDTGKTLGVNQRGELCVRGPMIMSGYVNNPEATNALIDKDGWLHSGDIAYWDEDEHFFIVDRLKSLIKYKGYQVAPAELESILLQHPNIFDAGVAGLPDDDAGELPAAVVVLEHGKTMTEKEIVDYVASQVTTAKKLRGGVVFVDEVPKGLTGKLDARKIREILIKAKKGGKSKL
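Biochemical qHTS of compounds, final roughly 60 µM downward over six points, against 10 nM purified firefly luciferase using Km concentrations of substrates (10 uM D-luciferin, 10 uM ATP) in Tris acetate pH 7.5 buffer; luminescence output.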
ELG1 DNA repair: blocks ELG1-dependent DNA repair in HEK293T cells; HEK293T ELG1-luciferase reporter, luminescence, 16 h; DNA damage induced by 5-fluorouridine; Potency, µM (top dose mostly 46.1 µM), for the others: at the top dose activity change, negative = inhibition, most hits filed as inhibitors; 2.3% of 330,000 active; AID 504467; note: potency is the fitted concentration of half-maximal effect; % is set by controls: 0 for no effect and ±100 for the full control effect; nearly all actives have a fitted effect of over 55% in size
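5-Fluorouridine DNA damage + compound/DMSO, 2,000 cells/well, 16 h, 37 °C/5% CO2. ONE-Glo, 30 min RT, luminescence. Readout = decrease in reporter signal.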
RORgamma inh: ROR gamma (mouse) transcription inhibition; P51450; Potency, µM (titrated, usually from 53.6 µM), without a hit: at the highest dose activity change, negative = inhibition, actives largely listed as inhibitors; 5.4% of 310,000 active; AID 2551; Drosophila S2 Gal4-RORgamma UAS-luciferase reporter, 20 h; note: potency is the fitted concentration of half-maximal effect; % is set by controls: 0 for no effect and ±100 for the full control effect; nearly all actives have a fitted effect of over 60% in size
Target sequence (P51450 whole entry, looked up, the tested form may be a part): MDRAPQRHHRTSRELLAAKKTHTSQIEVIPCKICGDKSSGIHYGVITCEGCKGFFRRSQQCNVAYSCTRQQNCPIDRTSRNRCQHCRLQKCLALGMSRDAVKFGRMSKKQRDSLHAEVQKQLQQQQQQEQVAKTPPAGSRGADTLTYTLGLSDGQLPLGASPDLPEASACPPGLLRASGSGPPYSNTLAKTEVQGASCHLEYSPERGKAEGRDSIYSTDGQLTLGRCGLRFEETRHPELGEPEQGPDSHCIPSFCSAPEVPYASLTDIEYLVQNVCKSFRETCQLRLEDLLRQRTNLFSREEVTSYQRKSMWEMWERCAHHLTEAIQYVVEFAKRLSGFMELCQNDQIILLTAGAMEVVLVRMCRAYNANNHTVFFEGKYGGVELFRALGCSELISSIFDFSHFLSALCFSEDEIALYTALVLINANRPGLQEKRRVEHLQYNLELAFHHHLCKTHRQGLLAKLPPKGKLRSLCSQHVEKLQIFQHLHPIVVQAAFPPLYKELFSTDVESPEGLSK
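Using a luciferase readout, inhibitors were identified by reduced reporter activity in Drosophila cells coexpressing a copper-inducible Gal4–ROR gamma fusion and UAS-driven Photinus luciferase, incubated 20 hr after 700 uM copper sulfate.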
p53 reactivator: mutant p53 re-activation in reporter cells; 0.063% of 320,000 active; AID 504706; H1299 p53-A138V BP100-luciferase reporter, luminescence, 24 h; Potency, µM (top dose mostly 92.2 µM), for the others: at the top dose activity change, positive = activation, hits mostly activators; note: potency is the fitted concentration of half-maximal effect; % of control where 0% means no effect; nearly all actives have a fitted effect of over 45% in size
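p53-null H1299 cells stably carrying temperature-sensitive p53-A138V and a BP100-luciferase reporter were pinned with compounds (4-point, 1:5 series) and held 24 hrs at 37 deg C. Luminescence was read 10 min after detection reagent.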
TRPV1 ag: activates the human vanilloid receptor TRPV1 | 0.19% of 320,000 active | AID 540275 | TRPV1-expressing cells, Fluo-8 calcium influx, agonist mode | Q8NER1 | activation, % at 8.33 µM; in the data active = activation above about 80%; inconclusive = between about 30% and that limit; note: 0% is about no effect
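Cells expressing TRPV1 were dye-loaded with Fluo-8 and read kinetically: 10 s baseline, 3 min after compound (agonist portion), then 2 min after EC20 capsaicin (allosteric enhancer portion). Calcium-bound dye fluorescence at 480/520 nm.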
* marks the source's active call; other numbers are inactive results; ? = inconclusive; · = no result given; [ ] = another dose, or the depositor's remark. Unless noted, calls come from the whole dose curve; as a rule, active = well fitted curve in the direction sought with a large enough effect; inconclusive = small, poorly fitted or top-dose-only effect, or another doubt; inactive = no such curve, though single readings can be large; an effect the other way counts as inactive or inconclusive.

The line under a structure holds: Rab9 prom act	ELG1 genotoxic	Gal4-VP16 FLuc	Tb PFK block	BRCA1 expr act	NPC1 prom act	FLuc modulator	ELG1 DNA repair	RORgamma inh	p53 reactivator	TRPV1 ag
> CN(C)CCCNc1nc(-c2ccccc2)nc2ccccc12
  5%	-1%	-4%	0%	-29%	-4%	4%	0%	15%	-4%	·
> C[C@H](CO)N1C[C@H](C)[C@@H](CN(C)C(=O)Nc2ccccc2)Oc2ccc(NC(=O)NC3CCCCC3)cc2C1=O
  ·	5%	·	-5%	0%	·	·	?	·	5%	·
> COc1cc(OC)cc(OCC(O)Cn2ccnc2)c1 (configuration not stated)
  1%	0%	-2%	-6%	1%	-2%	3%	-2%	15%[10 µM]	4%	-1
> Fc1cccc(-c2oncc2-c2nnnn2-c2ccc(Cl)cc2)c1
  -5%	1%	1%	6%	-8%	1%	2%	2%	?	2%	14
> O=C(CCCc1ccccc1)c1ccc2c(c1)OCCO2
  -21%	?	2.2µM*	-3%	-78%[inhibitor]	-28%	0.076µM*	?	1.1µM*	-19%	16
> Cn1ccsc1=NC(=O)c1ccc(OC(F)(F)F)cc1
  4.5µM*	?	2%	1%	53%	?	9.5µM*	?	36%	10%	25
> O=C(CSc1nnc(-c2ccccn2)n1Cc1ccco1)c1ccccc1
  2%	3%	11%	-1%	-17%	1%	-3%	-1%	16%	-1%	29
> CSc1nc(N(CCO)CCO)c2sc3nc(-c4ccco4)c4c(c3c2n1)CCC4
  11%	-4%	·	?	-71%	19%	-1%	?	0%[0.365 µM]	-35%[inhibitor]	1
> C/C(=N/NC(=O)c1ccc(C)s1)c1cccnc1
  ?	?	7%	-2%	77%	26%	19µM*	?	-26%	28%	24
> CC(=O)Nc1c(F)cc(Br)cc1F
  -4%	-1%	-8%	3%	0%	0%	-3%	4%	0%	0%	3
> O=C(CSc1nc2c(c(=O)n1-c1ccc(Cl)cc1)SCC2)N1CCOCC1
  -4%	-4%	1%	-13%	-2%	2%	3%	16%	-28%	5%	-7
> CCCCn1c(SCC(=O)N2CCC(C(=O)OCC)CC2)nc2cc(S(N)(=O)=O)ccc21
  2%	1%	-15%	-5%	0%	1%	3%	?	?	-2%	-2
> COc1cc(OC)c2cc(C(=O)N[C@H](C(=O)N3CCC[C@H]3C(=O)O)C(C)C)n(C)c2c1
  11%	4%	6%	1%	0%	1%	-1%	28%	-9%	·	-1
> C=C(C)C(=O)Nc1cccc(C2=NOC3(C2)C[C@H](C(N)=O)N(C(=O)COc2ccc(Cl)cc2)C3)c1 (some centres not stated)
  -3%	-4%	5%	?	9%	-4%	-1%	?	28%	-1%	-3
> CCSc1nnc(NC(=O)CN2C(=O)C3CC=CCC3C2=O)s1 (configuration not stated)
  -5%	-2%	0%	2%	-15%	-6%	-3%	-13%	-1%	1%	-3

Compound profiles (already shown). Screens in order: Rab9 prom act | ELG1 genotoxic | Gal4-VP16 FLuc | Tb PFK block | BRCA1 expr act | NPC1 prom act | FLuc modulator | ELG1 DNA repair | RORgamma inh | p53 reactivator | TRPV1 ag
`C/C(=N/NC(=O)c1ccc(C)s1)c1cccnc1` is entered as ? | ? | 7% | -2% | 77% | 26% | 19µM* | ? | -26% | 28% | 24
`O=C(CCCc1ccccc1)c1ccc2c(c1)OCCO2` is entered as -21% | ? | 2.2µM* | -3% | -78%[inhibitor] | -28% | 0.076µM* | ? | 1.1µM* | -19% | 16
`C=C(C)C(=O)Nc1cccc(C2=NOC3(C2)C[C@H](C(N)=O)N(C(=O)COc2ccc(Cl)cc2)C3)c1` (some centres not stated) is entered as -3% | -4% | 5% | ? | 9% | -4% | -1% | ? | 28% | -1% | -3

Further compounds:
The line under a structure holds: Rab9 prom act	ELG1 genotoxic	Gal4-VP16 FLuc	Tb PFK block	BRCA1 expr act	NPC1 prom act	FLuc modulator	ELG1 DNA repair	RORgamma inh	p53 reactivator	TRPV1 ag
> COC(=O)Nc1nc(-c2ccccc2)c(C(=O)c2ccccc2)s1
  -14%	4%	0%	1%	-66%	-12%	1%	5%	-5%	3%	9
> Fc1cc(F)c2nc(Nc3nc4cc5c(cc4s3)OCO5)sc2c1
  ?	?	?	-4%	-56%	?	?	?	16µM*	?	-3
> Cc1ccc(C(=O)Nc2cccc(C(=O)O)c2)cc1S(=O)(=O)N1CCCCC1
  0.4µM*	?	-11%	-5%	-29%	0.79µM*	0.34µM*	?	0%	8%	2
> CN(C)C(CNC(=O)C1CCN(S(=O)(=O)c2ccccc2C(F)(F)F)CC1)Cc1ccccc1 (configuration not stated)
  ?	-1%	·	0%	-20%	-2%	0%	1%	·	1%	0
> O=C(COC(=O)CNC(=O)c1sc2ccccc2c1Cl)Nc1cc(Cl)cc(Cl)c1
  -8%	0%	-5%	-1%	-17%	-6%	-1%	11%	-4%	-1%	-4
> CC(Sc1nnc(-c2ccco2)n1N)C(=O)NCc1ccc2c(c1)OCO2 (configuration not stated)
  -1%	2%	·	0%	-16%	-5%	2%	17%	·	3%	-2
> CCOc1ccc(C(=O)OC2CCCN(C)C2)cc1 (configuration not stated)
  -2%	?	-13%	-6%	-1%	4%	3%	25%	23%	·	2
> Cn1nc(-c2ccc(Cl)cc2)nc2c(=O)n(C)c(=O)nc1-2
  ?	12%	-80%	-6%	-80%	-44%[inhibitor]	?	?	?	-17%	-4
> CC1(NC(=O)C23CC4CC(CC(C4)C2)C3)CCS(=O)(=O)C1 (configuration not stated)
  6%	0%	-2%	-12%	2%	0%	-5%[2.3 µM]	10%	14%	-1%	-2
> CCSc1nc(=S)cc(C)[nH]1
  -4%	1%	?	18%	-10%	2%	-14%	6%	?	6%	2
> CCN(CC)C(C)C#CCC(c1ccccc1)c1ccccc1 (configuration not stated)
  -5%	-10%	10%	-2%	·	-2%	-1%	-12%	-27%	-1%	9
> O=C(Cn1ccc([N+](=O)[O-])n1)NCCc1c[nH]c2ccccc12
  0%	0%	0%	-11%	2%	-4%	1%	7%	38%	2%	0
> Cc1c(NC(=S)NC(=O)CC(C)C)c(=O)n(-c2ccccc2)n1C
  -4%	?	4%	-9%	1%	1%	-4%	23%	-25%	-2%	3
> CCCCn1c(N)c(N(CCOC)C(=O)c2ccc(-c3ccc([N+](=O)[O-])cc3)o2)c(=O)[nH]c1=O
  3%	4%	3%	-13%	-2%	0%	0%	5%	25%	24%	1
> CNC(=O)/C(C#N)=C\c1ccc(CNS(=O)(=O)c2ccccc2)o1
  6%	0%	-12%	2%	-16%	0%	0%	-6%	44%	-6%	0

(continued)
Structure,Rab9 prom act,ELG1 genotoxic,Gal4-VP16 FLuc,Tb PFK block,BRCA1 expr act,NPC1 prom act,FLuc modulator,ELG1 DNA repair,RORgamma inh,p53 reactivator,TRPV1 ag
CCCCNC(=O)CCc1nc2cccnc2n1Cc1ccc(OC)cc1,-6%,7%,6%,-1%,0%,-6%,2%,2%,-21%,-4%,?
Cc1cc(OC(=O)c2cccc(C(F)(F)F)c2)c([N+](=O)[O-])c(=O)[nH]1,2%,2%,1%,1%,3%,-5%,-2%,12%,-13%,9%,3
COCc1cc(C)nc(Nc2cc(C)ccc2C)c1C#N,-4%,-1%,0%,1%,-47%,-1%,-4%,0%,1%,3%,2
COc1cccc(/C=C/C(=O)NCc2cn3cc(Cl)ccc3n2)c1,0%,0%,-15%,0%,16%,-1%,?,3%,21%,0%,15
COc1ccc(N2CCN(CC(=O)NCc3ccc(Cl)cc3)CC2)cc1,-1%,-8%,4%,-20%,4%,-3%,0%,-10%,?,-25%,11
C/C(=N\NC(=S)Nc1cccc(C)c1)c1cccc(N)c1,28%,9%,3.2µM*,0%,-24%,20%,?,?,4.5µM*,11%,-9
N/C(=N\OC(=O)/C=C/c1ccccc1)c1ccccn1,2.5µM*,4.1µM*,-15%[10 µM],-10%,73%,?,0.67µM*,?,-36%,12%,8
Cc1cc(C)cc(NC(=O)CSc2n[nH]c(-c3cccnc3)n2)c1,-6%,-3%,-5%,-2%,-20%,3%,-11%,-11%,17%,0%,3
COc1ccc(NS(=O)(=O)c2cc(NC(=O)c3ccc(=O)[nH]n3)ccc2C)cc1,-11%,1%,·,2%,-32%,-19%,1%,?,·,-3%,2

Screens from PubChem.
